KCNQ2 block – KCNQ2 potassium channel inhibitors, primary screen, cell-based, CHO-K1, FluxOR thallium flux, B-score (AID 2156); 20 min; stronger effect = lower value; Potassium voltage-gated channel subfamily KQT member 2 (Rattus norvegicus), O88943; 310,000 tested, 1.1% active; B-score at 10 µM;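 active means fluorescence ratio B-score at most minus 3 library SDs, with starting brightness B-score within 2 library SDs, cut at about -5.5 in these data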
Kir21 block – inhibitors of mouse Kir2.1 inward-rectifier potassium channel; Inward rectifier potassium channel 2 (Mus musculus), P35561; HEK293-Kir2.1, FluxOR thallium flux fluorescence; stronger effect = lower value; B-score at 10 µM; 310,000 tested, 0.85% active; AID 1672, 2009;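 active means fluorescence ratio B-score at or below minus 3 SD of library scores, with starting-brightness B-score within 2 SD, cut at about -4.2 in these data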;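 further: channel flux triggered by added potassium and thallium sulfate stimulus; B-score of peak minus minimum fluorescence over baseline after thallium stimulus; more negative B-score means stronger Kir2.1 block with less thallium influx; some compounds called inactive have numbers as strong as hits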
Target sequence (P35561 whole entry, looked up): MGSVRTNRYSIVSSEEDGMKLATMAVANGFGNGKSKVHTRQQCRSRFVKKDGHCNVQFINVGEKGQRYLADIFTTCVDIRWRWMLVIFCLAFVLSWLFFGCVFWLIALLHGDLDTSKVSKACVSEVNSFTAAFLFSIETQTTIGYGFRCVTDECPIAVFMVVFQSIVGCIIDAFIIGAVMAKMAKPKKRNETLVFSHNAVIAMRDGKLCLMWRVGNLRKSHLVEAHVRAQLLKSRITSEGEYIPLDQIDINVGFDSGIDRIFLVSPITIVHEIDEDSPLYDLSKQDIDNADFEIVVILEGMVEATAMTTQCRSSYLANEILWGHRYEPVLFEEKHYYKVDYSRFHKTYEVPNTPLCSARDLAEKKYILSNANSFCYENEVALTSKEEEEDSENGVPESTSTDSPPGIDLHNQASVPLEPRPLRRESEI
CHT inh – inhibitors of human choline transporter CHT | CHT-expressing cells, membrane potential dye, choline response; stronger effect = lower value | B-score at 10 µM | 310,000 tested, 0.86% active | High affinity choline transporter 1 (Homo sapiens), Q9GZV3 | AID 488975, 2010;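 active means B-score over 3 SD under the library average, and starting fluorescence ratio not unusually high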;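 further: choline stimulus applied at its EC90 after an EC20 pre-addition; B-score computed on integrated fluorescence ratio after choline addition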
Target sequence (Q9GZV3 whole entry, looked up): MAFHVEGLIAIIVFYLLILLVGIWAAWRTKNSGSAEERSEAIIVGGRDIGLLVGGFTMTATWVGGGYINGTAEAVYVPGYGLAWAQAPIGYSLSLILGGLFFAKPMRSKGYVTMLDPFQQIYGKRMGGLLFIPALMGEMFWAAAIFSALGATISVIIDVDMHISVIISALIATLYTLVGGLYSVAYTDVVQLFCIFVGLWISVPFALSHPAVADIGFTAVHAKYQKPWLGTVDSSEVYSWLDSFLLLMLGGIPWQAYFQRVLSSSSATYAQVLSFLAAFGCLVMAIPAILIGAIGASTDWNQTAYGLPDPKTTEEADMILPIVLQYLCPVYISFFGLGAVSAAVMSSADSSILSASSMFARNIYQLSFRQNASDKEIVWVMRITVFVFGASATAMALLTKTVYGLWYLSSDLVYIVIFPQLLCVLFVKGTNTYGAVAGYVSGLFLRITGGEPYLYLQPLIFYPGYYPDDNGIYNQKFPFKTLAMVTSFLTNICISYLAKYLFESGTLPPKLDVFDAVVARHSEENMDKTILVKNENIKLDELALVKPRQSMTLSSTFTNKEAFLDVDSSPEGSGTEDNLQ
The depositor's hits bear a star.

`O=C1Nc2ccc([N+](=O)[O-])cc2OC1CCN1CCOCC1` (stereo unspecified) gave KCNQ2 block inactive, Kir21 block 0.18 and CHT inh inactive.
For O=C(CNc1cccc(S(=O)(=O)N2CCOCC2)c1)Nc1ccc(C(F)(F)F)cc1 the results were KCNQ2 block inactive, Kir21 block 2.3 and CHT inh inactive.
`COc1ccc(Cl)cc1NC(=O)CN(C)C(=O)c1ccc2c(c1)OCCO2` gave KCNQ2 block inactive, Kir21 block 1.2 and CHT inh inactive.
CCOc1ccc(CN(C)CC(=O)c2c(N)n(Cc3ccccc3)c(=O)n(CC)c2=O)cc1OC was read as KCNQ2 block inactive, Kir21 block 1 and CHT inh inactive.
Cc1[nH][nH]c(=O)c1N=Nc1ccc(F)cc1 was read as KCNQ2 block inactive, Kir21 block -0.99 and CHT inh inactive.
For CCCCN(C(=O)C1=COCCO1)c1c(N)n(CCCC)c(=O)[nH]c1=O the results were KCNQ2 block inactive, Kir21 block -0.66 and CHT inh inactive.
O=C(O)CC(CC(=O)Nc1ccc(Oc2ccccc2)cc1)c1ccccc1 (stereo unspecified) was read as KCNQ2 block inactive, Kir21 block -0.02 and CHT inh inactive.
For CC(C)(NC(=O)c1ccccc1)c1nc2ccccc2s1 the results were KCNQ2 block inactive, Kir21 block -0.59 and CHT inh inactive.
`Cn1c(=O)n(Cc2ccccc2)c(=O)c2c1nc1n2CCN1Cc1ccco1` gave KCNQ2 block inactive, Kir21 block 0.12 and CHT inh inactive.
For COc1ccc(OC)c(C2=NS(=O)(=O)N(C)C(C(=O)NCc3ccco3)=C2)c1 the results were KCNQ2 block inactive, Kir21 block 2.3 and CHT inh inactive.
COCCn1c(=S)[nH]c2ccccc21 was read as KCNQ2 block inactive, Kir21 block 0.64 and CHT inh inactive.
Screening COc1ccc(/C=N/NC2=NCCCCC2)cc1 returned KCNQ2 block inactive, Kir21 block 1.6 and CHT inh inactive.
CCOC(=O)c1c(NC(=O)CN2CCCc3ccccc32)sc(C)c1C was read as KCNQ2 block inactive, Kir21 block 0 and CHT inh inactive.
For CSc1ccccc1NC(=O)CCc1ccccc1 the results were KCNQ2 block inactive, Kir21 block -0.53 and CHT inh inactive.
Screening CCc1nnc(SCC(=O)Nc2nnc(C)s2)n1CC1CCCO1 (stereo unspecified) returned KCNQ2 block inactive, Kir21 block -0.49 and CHT inh inactive.

Arranged by molar mass (rising): five of the compounds above
For CSc1ccccc1NC(=O)CCc1ccccc1 the results were KCNQ2 block inactive, Kir21 block -0.53 and CHT inh inactive.
For CC(C)(NC(=O)c1ccccc1)c1nc2ccccc2s1 the results were KCNQ2 block inactive, Kir21 block -0.59 and CHT inh inactive.
`O=C1Nc2ccc([N+](=O)[O-])cc2OC1CCN1CCOCC1` (stereo unspecified) gave KCNQ2 block inactive, Kir21 block 0.18 and CHT inh inactive.
`COc1ccc(Cl)cc1NC(=O)CN(C)C(=O)c1ccc2c(c1)OCCO2` gave KCNQ2 block inactive, Kir21 block 1.2 and CHT inh inactive.
For COc1ccc(OC)c(C2=NS(=O)(=O)N(C)C(C(=O)NCc3ccco3)=C2)c1 the results were KCNQ2 block inactive, Kir21 block 2.3 and CHT inh inactive.

Other entries follow.
For CCN1CCN(C(=O)CSc2nc(N)cc(N)n2)CC1 the results were KCNQ2 block inactive, Kir21 block 2.1 and CHT inh inactive.
For Cc1ccccc1NC(=O)CN1C(=O)NC(C)(CCc2ccccc2)C1=O (stereo unspecified) the results were KCNQ2 block inactive, Kir21 block -0.4 and CHT inh inactive.
For COc1cc(/C=N/Nc2nc(-c3ccc(S(=O)(=O)N(C)C)cc3)cs2)ccc1O the results were KCNQ2 block inactive, Kir21 block 0.78 and CHT inh inactive.
Screening Cc1ccc(C2(C)NC(=O)N(CC(=O)N3CCN(S(=O)(=O)c4ccc(Cl)s4)CC3)C2=O)cc1 (stereo unspecified) returned KCNQ2 block inactive, Kir21 block 0.13 and CHT inh inactive.
For CC(=O)c1cccc(NC(=O)Nc2ccc(C(=O)N3CCOCC3)cc2)c1 the results were KCNQ2 block inactive, Kir21 block -0.71 and CHT inh inactive.
Screening NC(=O)C1(N2CCCCC2)CCN(C(=O)c2ccccc2)CC1 returned KCNQ2 block inactive, Kir21 block -0.12 and CHT inh inactive.
Screening COc1ccccc1-c1nnc(C2CCN(S(=O)(=O)c3cccc([N+](=O)[O-])c3)CC2)o1 returned KCNQ2 block inactive, Kir21 block 1.1 and CHT inh inactive.
COc1ccccc1/C=N/NC(=O)C(=O)NCc1cccnc1 was read as KCNQ2 block inactive, Kir21 block -0.02 and CHT inh inactive.
For COc1cccc(NC(=O)C2CCN(C(=O)NC3CCCCC3)CC2)c1 the results were KCNQ2 block inactive, Kir21 block -0.27 and CHT inh inactive.
`Cc1nnc(SCC(=O)Nc2ccc([N+](=O)[O-])cc2)n1C` gave KCNQ2 block inactive, Kir21 block 1.8 and CHT inh inactive.
For COc1ccccc1CNc1nc2ccccc2n1CCN1CCCCC1 the results were KCNQ2 block inactive, Kir21 block -2.1 and CHT inh inactive.
`COc1ccc(-n2ncc3c(=O)n(CC(=O)Nc4ccc5c(c4)OCCO5)cnc32)cc1` gave KCNQ2 block inactive, Kir21 block 0.16 and CHT inh inactive.
`CCCNS(=O)(=O)c1ccc(C(=O)NCC2CCCO2)cc1` (stereo unspecified) gave KCNQ2 block inactive, Kir21 block 0.02 and CHT inh inactive.
Screening COc1ccc(-c2nc(-c3ccccc3)nc(N3CCN(C)CC3)c2C#N)cc1 returned KCNQ2 block inactive, Kir21 block 0.01 and CHT inh inactive.
Screening CC1CN(C(=O)C2(C)CC2(Br)Br)CC(C)O1 (stereo unspecified) returned KCNQ2 block inactive, Kir21 block 1.3 and CHT inh inactive.
`C=CCc1cccc(/C=N/NC(=O)c2ccc3nc[nH]c3c2)c1O` gave KCNQ2 block inactive, Kir21 block 2 and CHT inh inactive.
Screening O=C(COc1nncc2ccccc12)Nc1ccc(F)c(F)c1 returned KCNQ2 block inactive, Kir21 block 0.08 and CHT inh inactive.
For CCOc1ccc(-c2csc(NNC3=NCCCCC3)n2)cc1 the results were KCNQ2 block inactive, Kir21 block 2.6 and CHT inh inactive.
For CCOc1ccc2oc(C(=O)NC(C)(C)CC)c(C)c2c1 the results were KCNQ2 block inactive, Kir21 block -0.39 and CHT inh inactive.
For CC/C(=N\NC(=O)CCC(=O)NCc1ccccc1)c1ccc(O)cc1 the results were KCNQ2 block inactive, Kir21 block -1.2 and CHT inh inactive.
CCOC(=O)c1cc(-c2ccc(F)cc2)n(CC(=O)NC(C)CC)c1C (stereo unspecified) was read as KCNQ2 block inactive, Kir21 block -0.15 and CHT inh inactive.
`CC(=O)N1CCc2cc(S(=O)(=O)NC(Cc3ccccc3)C(=O)NC3CCCCCC3)ccc21` (stereo unspecified) gave KCNQ2 block inactive, Kir21 block 0.81 and CHT inh inactive.
`C/C(=C\c1ccccc1)C(=O)NCCc1ccccc1` gave KCNQ2 block inactive, Kir21 block 0.09 and CHT inh inactive.
Screening Cc1noc(NS(=O)(=O)c2ccc(NC(=O)CSc3nc4ccccc4[nH]3)cc2)c1C returned KCNQ2 block inactive, Kir21 block 1.4 and CHT inh inactive.
For Clc1ccc(Nc2cc(-c3ccccc3)nc3ncnn23)cc1 the results were KCNQ2 block inactive, Kir21 block 1.2 and CHT inh inactive.
COc1ccccc1C(=O)NCCC(=O)N1CC=C(c2ccccc2)CC1 was read as KCNQ2 block inactive, Kir21 block -4.5* and CHT inh inactive.
Screening Cc1ccc(CN(Cc2cc3cccc(C)c3[nH]c2=O)C(=O)N(C)C)cc1 returned KCNQ2 block inactive, Kir21 block -0.26 and CHT inh inactive.
For Cc1ccc(S(=O)(=O)N(CC(=O)N2CCN(c3ccc(F)cc3)CC2)C2CCCCC2)cc1 the results were KCNQ2 block inactive, Kir21 block 0.03 and CHT inh inactive.
O=C(COC(=O)CSCC(=O)N1CCCCC1)NCc1ccc(F)cc1 was read as KCNQ2 block inactive, Kir21 block 2.3 and CHT inh inactive.
For CCOc1ccc(N/C(N)=N/c2nc(C)c(C)c(=O)[nH]2)cc1 the results were KCNQ2 block inactive, Kir21 block 0.36 and CHT inh inactive.
For Cn1ccnc1-c1nc2ccccc2[nH]c1=O the results were KCNQ2 block inactive, Kir21 block -0.05 and CHT inh inactive.
For C#CCOCCOCCOCCNc1nc(N2CCN(C(=O)C([C@@H](C)CC)n3cc(C(N)CO)nn3)CC2)nc(N2CCN(C(=O)[C@H](CCC(=O)O)n3cc(C(N)CC(C)C)nn3)CC2)n1 (stereo partly specified) the results were KCNQ2 block inactive, Kir21 block -1.4 and CHT inh inactive.
COc1ccc(NC(=O)c2ccc(C(=O)c3cc(OC)ccc3OC)cc2)cc1 was read as KCNQ2 block inactive, Kir21 block 0.67 and CHT inh inactive.
For O=C(NCC1CC1)c1ccccc1Cl the results were KCNQ2 block inactive, Kir21 block -0.1 and CHT inh inactive.
O=C(CCNC(=O)C1CCN(S(=O)(=O)c2ccccc2)CC1)NCc1cccc(C(F)(F)F)c1 was read as KCNQ2 block inactive, Kir21 block -0.74 and CHT inh inactive.
For Cc1cc(C)nc(SCNC(=O)c2ccc(Cl)cc2)n1 the results were KCNQ2 block inactive, Kir21 block 1.1 and CHT inh inactive.
`O=C(O)C[C@H]1c2ccccc2S(=O)(=O)N1c1ccccc1` gave KCNQ2 block inactive, Kir21 block -0.05 and CHT inh inactive.
`O=C(CCc1ccncc1)N1CCCC(Nc2ccc(F)cc2)C1` (stereo unspecified) gave KCNQ2 block inactive, Kir21 block 0.26 and CHT inh inactive.
`CCN(CC)CCOc1ccc(/C(=C(\Cl)c2ccccc2)c2ccccc2)cc1` gave KCNQ2 block -7.6*, Kir21 block -0.84 and CHT inh inactive.
COc1ccc(N2CCN(C3CC(=O)N(c4ccc5c(c4)OCCO5)C3=O)CC2)cc1 (stereo unspecified) was read as KCNQ2 block inactive, Kir21 block -1 and CHT inh inactive.
Screening S=C1NCCOCCNC(=S)NCCOCCOCCOCCN1 returned KCNQ2 block inactive, Kir21 block -0.01 and CHT inh inactive.
For O=C(/C=C/c1cccs1)N1CCCCC1 the results were KCNQ2 block inactive, Kir21 block 0.02 and CHT inh inactive.
`Cc1[nH][nH]c(=O)c1C(c1ccc(O)c([N+](=O)[O-])c1)c1c(C)[nH][nH]c1=O` gave KCNQ2 block inactive, Kir21 block -2.8 and CHT inh inactive.
`COc1cc(/C=N/NC(=O)C2COc3ccccc3O2)cc(OC)c1OC` (stereo unspecified) gave KCNQ2 block inactive, Kir21 block -0.74 and CHT inh inactive.
For Nc1nc(SCC(=O)N2CCCCC2)[nH]c(=O)c1NC(=O)c1ccccc1F the results were KCNQ2 block inactive, Kir21 block -0.98 and CHT inh inactive.
CCCCNC(=O)Cc1ccc(Br)cc1 was read as KCNQ2 block inactive, Kir21 block -0.02 and CHT inh inactive.
COc1cc(S(=O)(=O)NCc2ccncc2)c(OC)cc1Cl was read as KCNQ2 block inactive, Kir21 block -2.1 and CHT inh inactive.
Screening O=C(c1cn(-c2ccccc2)nc1-c1ccc(F)cc1)N1CCCCC1 returned KCNQ2 block inactive, Kir21 block -1.8 and CHT inh inactive.
Screening CCc1ccc(C2=NN(c3ccc(S(N)(=O)=O)cc3)C(c3ccc(F)cc3)C2)cc1 (stereo unspecified) returned KCNQ2 block inactive, Kir21 block -0.16 and CHT inh inactive.
O=C(NNc1cc(Cl)ccc1Cl)c1cccnc1Cl was read as KCNQ2 block inactive, Kir21 block -2.1 and CHT inh inactive.
Screening Cc1cccc(C)c1NC(=S)N=Nc1c(O)n(C)c2ccc(S(=O)(=O)N3CCOCC3)cc12 returned KCNQ2 block inactive, Kir21 block 0.29 and CHT inh inactive.
Screening O=C(Cn1cc([N+](=O)[O-])cn1)N1CCc2ccccc21 returned KCNQ2 block inactive, Kir21 block -0.01 and CHT inh inactive.
CCC(=O)N(Cc1cc2ccc(C)cc2n2nnnc12)C1CCCCC1 was read as KCNQ2 block inactive, Kir21 block 2.3 and CHT inh inactive.
CCc1nc(SCC(=O)Nc2ccc(OC)cc2[N+](=O)[O-])n[nH]1 was read as KCNQ2 block inactive, Kir21 block -0.54 and CHT inh inactive.
For COc1ccc(S(=O)(=O)NC2CCCCC2)cc1C the results were KCNQ2 block inactive, Kir21 block 0.34 and CHT inh inactive.
COc1ccc(-c2ccc(SCC(=O)c3ccc(F)cc3)nn2)cc1OC was read as KCNQ2 block inactive, Kir21 block -0.66 and CHT inh inactive.
Screening CSc1ncccc1C(=O)NC(C)CCc1ccccc1 (stereo unspecified) returned KCNQ2 block inactive, Kir21 block -2.2 and CHT inh inactive.
For COc1cc(/C=C2\SC(=S)N(CCC(=O)Nc3ccccn3)C2=O)cc(OC)c1OC the results were KCNQ2 block inactive, Kir21 block 0.01 and CHT inh inactive.
For COCCOC(=O)c1c(NC(=O)CN2CCOCC2)sc(C(N)=O)c1C the results were KCNQ2 block inactive, Kir21 block -0.48 and CHT inh inactive.
For O=C(CC(C(=O)O)C1CCCO1)Nc1cccc(C(F)(F)F)c1 (stereo unspecified) the results were KCNQ2 block inactive, Kir21 block 0.47 and CHT inh inactive.
CCOC(=O)c1c2c(n(C)c1C)C(=O)C(=O)c1ccc(Br)cc1-2 was read as KCNQ2 block inactive, Kir21 block -1 and CHT inh inactive.
`COC(=O)c1ccc(Oc2ccc3nnc(C)n3n2)cc1` gave KCNQ2 block inactive, Kir21 block 0.47 and CHT inh inactive.
Screening O=C1CCc2cc(S(=O)(=O)NCc3ccccc3Cl)cc3c2N1CC3 returned KCNQ2 block inactive, Kir21 block -1.4 and CHT inh inactive.

Compound activity (PubChem)
